Screens as filed in PubChem.
RORg inh = blocks mouse ROR gamma transcriptional activity; AID 2551; Drosophila S2 Gal4-RORgamma UAS-luciferase reporter, 20 h; 5.4% of 310,000 active; Potency, µM (titrated, usually from 53.6 µM), inactives show top-dose activity change, negative = inhibition, hits mostly inhibitors; P51450; further: potency means the concentration at half of the fitted maximal effect; on the % scale 0 is the no-effect control and ±100 the full control effect; nearly all actives have a fitted effect of over 60% in size
Target sequence (P51450 whole entry, looked up, the tested form may be a part): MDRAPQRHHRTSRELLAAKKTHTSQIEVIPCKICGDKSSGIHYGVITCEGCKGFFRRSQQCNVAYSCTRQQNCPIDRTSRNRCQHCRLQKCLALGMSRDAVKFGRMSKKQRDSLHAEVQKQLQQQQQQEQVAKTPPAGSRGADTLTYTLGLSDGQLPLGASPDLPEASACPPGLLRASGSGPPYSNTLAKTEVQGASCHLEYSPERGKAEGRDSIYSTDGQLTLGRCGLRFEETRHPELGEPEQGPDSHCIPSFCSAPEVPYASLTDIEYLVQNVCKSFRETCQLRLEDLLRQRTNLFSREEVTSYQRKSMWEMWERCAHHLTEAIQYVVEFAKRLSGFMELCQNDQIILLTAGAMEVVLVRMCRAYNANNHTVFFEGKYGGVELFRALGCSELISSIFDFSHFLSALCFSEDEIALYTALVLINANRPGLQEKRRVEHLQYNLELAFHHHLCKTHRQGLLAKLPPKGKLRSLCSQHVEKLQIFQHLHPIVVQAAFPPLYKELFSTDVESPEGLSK
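Luciferase reporter read in Schneider cells carrying Gal4-RORγ (mouse) and UAS-Photinus luciferase; cells given compound 1 h before 700 uM copper sulfate induction, then incubated 20 h at ambient temperature.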
NPC1 prom act = NPC1 promoter activation; 2.4% of 320,000 active; Potency, µM (highest dose often 9.22 µM), inactives show top-dose activation, actives largely listed as activators; Huh7 NPC1 promoter luciferase reporter, 24 h;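 further: potency means the concentration at half of the fitted maximal effect; % of control where 0% means no effect; nearly all actives have a fitted effect of over 60% in size; reporter is driven by a mutant NPC1 promoter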
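Huh7 cells stably carrying NPC1 promoter–luciferase, plated in Opti-MEM with 10% FBS for 2 h, were exposed to compound in DMSO for 24 h at 37 °C; luciferase reagent was added for 10 min and luminescence read.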
KCNH2 3.1 inh = inhibitors of human KCNH2 3.1 potassium channel isoform; activity change, % (tested at about 1.8 µM); U2OS KCNH2 3.1, thallium flux FluxOr; stronger effect = lower value; 0.95% of 340,000 active; AID 720553;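 active means maximum activity change below -70%; inconclusive means maximum activity change from -70% to -50%; inactive means maximum activity change above -50%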;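 further: thallium influx rate constant from kinetic fluorescence after stimulation buffer; on the % scale 0 is the no-effect control and ±100 the full control effect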
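Virally transduced U2OS (3.1 isoform, 4 h infection in dark at RT) → overnight 37 C → FluxOr + Red40 in HBSS/HEPES, 45 min → stimulation buffer, 2 min kinetic read → rate constant vs DMSO controls.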
ELG1 genotoxic = inducers of genotoxicity in HEK293T ELG1-luciferase cells; HEK293T ELG1-luciferase reporter, luminescence, 16 h; Potency, µM (top dose mostly 46 µM), without a hit: at the top dose activity change, positive = activation, usual class: activators; 1.3% of 330,000 active; AID 504466; further: potency means the concentration at half of the fitted maximal effect; % of control where 0% means no effect; nearly all actives have a fitted effect of over 60% in size
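HEK293T cells expressing luciferase-tagged ELG1 were treated with compound or DMSO for 16 hr at 37°C. Luciferase activity was then read after 30 min with ONE-Glo at room temperature; rising signal flags genetic stress.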
uPA surface inh = blocks generation of uPA at the cell surface; cell surface uPA generation assay, qHTS; Potency, µM (doses to about 38.3 µM), without a hit: at the highest dose activity change, negative = inhibition, actives largely listed as inhibitors; 0.31% of 330,000 active; active means well fitted inhibition curve with a large enough effect; inconclusive means small, poorly fitted or top-dose-only effect; inactive means no such curve, though single readings can be large or run the other way; tested in mouse RAW 264.7 cells; further: potency means the concentration at half of the fitted maximal effect; on the % scale 0 is the no-effect control and ±100 the full control effect; nearly all actives have a fitted effect of over 55% in size
Coupling enz = inhibits coupling enzyme system, counter-screen for aldolase hits | activity change, negative = inhibition, % at 58.2 µM, hits read low | coupling enzyme system counterscreen, AmpLite Red fluorescence | 0.67% of 290,000 active; in the data active means activity change below about -30%; further: on the % scale 0 is the no-effect control and ±100 the full control effect
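Counterscreen lacking aldolase: glyceraldehyde-3-phosphate coupling-enzyme reagent preincubated 10 min at RT with compound (at 57.5 uM final), then substrate/coupling system with AmpLite Red added; fluorescence read at 525/598 nm after 20 min RT.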
Giardia killer = kills Giardia lamblia | Giardia lamblia trophozoite viability | activity change, % at 7.66 µM, hits read low | 0.15% of 340,000 active | AID 540267; in the data active means activity change below about -80%; inconclusive means between about -30% and that limit;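 further: parasites exposed to compound for two days anaerobically before the ATP read; on the % scale 0 is the no-effect control and ±100 the full control effect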
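Luminescent ATP signal served as the viability read-out, measured 15-30 min after adding ATP detection reagent to trophozoites that had been incubated with compounds for 48 hrs at 37 deg C anaerobically at 100 cells/well.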
FLuc modulator = inhibits or activates purified firefly luciferase, miR-21 counter-screen; AID 588342; Potency, µM (doses to about 57.5 µM), for the others: at the top dose activity change, negative = inhibition, actives largely listed as inhibitors; 6.9% of 360,000 active; purified FLuc, Km substrates, luminescence inhibition; P08659;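 further: potency means the concentration at half of the fitted maximal effect; plate controls were vehicle for no effect and reference inhibitor for full effect; nearly all actives have a fitted effect of over 55% in size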
Target sequence (P08659 whole entry, looked up): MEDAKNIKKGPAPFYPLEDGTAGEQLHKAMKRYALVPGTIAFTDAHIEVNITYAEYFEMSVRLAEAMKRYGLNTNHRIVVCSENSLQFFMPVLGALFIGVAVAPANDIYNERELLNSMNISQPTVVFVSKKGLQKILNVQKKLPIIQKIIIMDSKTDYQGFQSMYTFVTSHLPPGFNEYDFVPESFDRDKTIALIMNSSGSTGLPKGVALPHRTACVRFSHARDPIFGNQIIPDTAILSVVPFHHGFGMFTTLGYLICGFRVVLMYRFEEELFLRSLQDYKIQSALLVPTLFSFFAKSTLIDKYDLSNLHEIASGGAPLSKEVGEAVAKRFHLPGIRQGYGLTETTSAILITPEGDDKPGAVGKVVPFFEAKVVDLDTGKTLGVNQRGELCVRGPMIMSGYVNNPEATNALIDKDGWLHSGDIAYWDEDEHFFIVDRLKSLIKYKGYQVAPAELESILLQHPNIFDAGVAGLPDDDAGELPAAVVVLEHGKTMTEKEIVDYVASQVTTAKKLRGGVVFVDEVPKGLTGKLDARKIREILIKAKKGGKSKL
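Biochemical qHTS of compounds, final roughly 60 µM downward over six points, against 10 nM purified firefly luciferase using Km concentrations of substrates (10 uM D-luciferin, 10 uM ATP) in Tris acetate pH 7.5 buffer; luminescence output.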
VP16 counter = inhibits Gal4-VP16 luciferase reporter, ROR gamma counter-screen | 3.5% of 310,000 active | Drosophila S2 Gal4-VP16 UAS-luciferase, luminescence, 20 h | Potency, µM (titrated, usually from 53.6 µM), for inactives: at the highest dose activity, negative = inhibition, usual class: inhibitors;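 further: Gal4-VP16 expression switched on by copper sulfate through the metallothionein promoter; potency means the concentration at half of the fitted maximal effect; on the % scale 0 is the no-effect control and ±100 the full control effect; nearly all actives have a fitted effect of over 50% in size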
Tb PFK block = inhibitors of T. brucei phosphofructokinase; T. brucei PFK, ADP-Glo luminescence; Potency, µM (top dose mostly 57.5 µM), for the others: at the top dose activity, negative = inhibition, actives largely listed as inhibitors; 0.17% of 330,000 active; AID 485367;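 further: potency means the concentration at half of the fitted maximal effect; 0% = uninhibited 1x PFK enzyme wells and -100% = no-enzyme wells; nearly all actives have a fitted effect of over 60% in size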
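In TEA buffer at pH 8.0 with 5 mM MgCl2, enzyme (1.25 nM) converted F6P (0.5 mM) and ATP (0.1 mM) for 45 min at room temperature. ADP product was read by luciferase luminescence.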
Rab9 prom act = Rab9 promoter activation; Potency, µM (highest dose often 9.22 µM), inactives show top-dose activation, negative = inhibition, hits mostly activators; 2.8% of 320,000 active; AID 485297; Huh7 Rab9 promoter-luciferase reporter, luminescence, 24 h; further: potency means the concentration at half of the fitted maximal effect; % of control where 0% means no effect; nearly all actives have a fitted effect of over 60% in size
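Cell-based reporter: Huh7 stable for Rab9 promoter-driven luciferase, plated in reduced-serum medium with 10% FBS at 1500 cells/well, compound-treated 24 h at 37 °C, luminescence read after 10 min reagent.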
The depositor's hits bear a star; [ ] = dose if it differs, or a comment. Unless noted, the call rests on the fitted dose curve; in most records, active means well fitted curve in the direction sought with a large enough effect; inconclusive means small, poorly fitted or top-dose-only effect, or another doubt; inactive means no such curve, though single readings can be large; an effect the other way counts as inactive or inconclusive. Not a hit list. Share with any hit: about 14%.

For CCc1cccc(C)c1NC(=O)COC(=O)c1ccc2c(c1)S(=O)(=O)c1ccccc1C2=O the results were RORg inh 4%, NPC1 prom act -4%, KCNH2 3.1 inh -7, ELG1 genotoxic -1%, uPA surface inh 4%, Coupling enz 3, Giardia killer -7, FLuc modulator 1%, VP16 counter 18%, Tb PFK block -3% and Rab9 prom act -6%.
For COc1ccccc1NC(=O)c1ccc(NC(=O)COC(=O)C2CCCCC2)cc1 the results were RORg inh inconclusive, NPC1 prom act -1%, KCNH2 3.1 inh 4, ELG1 genotoxic 4%, uPA surface inh 7%, Coupling enz 3, Giardia killer 7, FLuc modulator 2%, VP16 counter 3%, Tb PFK block 0% and Rab9 prom act -2%.
Cc1cc(C)c(C#N)c(N2CCN(S(=O)(=O)Cc3ccccc3)CC2)n1 was read as RORg inh 2%, NPC1 prom act 0%, KCNH2 3.1 inh -4, ELG1 genotoxic -9%, uPA surface inh 4%, Coupling enz 2, Giardia killer 1, FLuc modulator 2%, VP16 counter 1%, Tb PFK block -1% and Rab9 prom act 3%.
Screening COc1ccc(-n2nc(C(=O)NCC(=O)NCC3COc4ccccc4O3)c3ccccc3c2=O)c(OC)c1 (stereo not given) returned RORg inh 5%, NPC1 prom act -4%, KCNH2 3.1 inh -12, ELG1 genotoxic -2%, uPA surface inh -4%, Coupling enz -1, Giardia killer 3, FLuc modulator 1%, VP16 counter 2%, Tb PFK block -5% and Rab9 prom act 2%.
Screening COc1cc(C2c3c(oc4cc(C)c(C)cc4c3=O)C(=O)N2c2cc(C)ccn2)ccc1O (stereo not given) returned RORg inh inconclusive, NPC1 prom act -1%, KCNH2 3.1 inh 0, ELG1 genotoxic -1%, uPA surface inh -4%, Coupling enz 4, Giardia killer 10, FLuc modulator 0%, VP16 counter -10%, Tb PFK block -2% and Rab9 prom act -2%.
Screening COc1ccc(Cc2n[nH]c(=S)n2NC(=O)Nc2ccc(Cl)c(Cl)c2)cc1 returned RORg inh -10%, NPC1 prom act -2%, KCNH2 3.1 inh 13, ELG1 genotoxic 3%, uPA surface inh 3%, Coupling enz 0, Giardia killer -19, FLuc modulator -6%, VP16 counter -3%, Tb PFK block -23% and Rab9 prom act -1%.
`CCC(=O)Nc1ccc2nc(SCC(=O)N3CCCC3)sc2c1` gave RORg inh 16%, NPC1 prom act -1%, KCNH2 3.1 inh 7, ELG1 genotoxic 5%, Coupling enz 0, Giardia killer -2, FLuc modulator inconclusive, VP16 counter 4%, Tb PFK block 0% and Rab9 prom act 2%.
For CC(=O)c1ccc(NC(=O)Nc2cccc(Cl)c2)cc1 the results were RORg inh inconclusive, NPC1 prom act 1.4µM*, KCNH2 3.1 inh 11, ELG1 genotoxic inconclusive, uPA surface inh 0%, Coupling enz 0, Giardia killer 1, FLuc modulator 17µM*, VP16 counter 19%, Tb PFK block -7% and Rab9 prom act 1.3µM*.
O=C(C(Cc1ccccc1)n1cccc1)N1CCc2ccccc21 (stereo not given) was read as RORg inh inconclusive, NPC1 prom act 0%, KCNH2 3.1 inh -8, ELG1 genotoxic 2%, uPA surface inh -16%, Coupling enz -4, Giardia killer -16, FLuc modulator 2%, VP16 counter inconclusive, Tb PFK block 12% and Rab9 prom act -4%.
Screening COc1ccc(C(C(=O)NC2CCCCC2)N(C(=O)c2ccccn2)c2cccnc2)c(OC)c1 (stereo not given) returned RORg inh 27%, NPC1 prom act 0%, KCNH2 3.1 inh 1, ELG1 genotoxic -1%, uPA surface inh -2%, Coupling enz 0, Giardia killer 11, FLuc modulator 4%, VP16 counter -1%, Tb PFK block 1% and Rab9 prom act 1%.
For COc1ccc(C2NC(=S)N3C(c4ccc(OC)cc4)NC(=S)N23)cc1 (stereo not given) the results were RORg inh -33%, NPC1 prom act -1%, KCNH2 3.1 inh 2, ELG1 genotoxic 18%, uPA surface inh -8%, Coupling enz 2, Giardia killer 26, FLuc modulator inconclusive, VP16 counter -6%, Tb PFK block 4% and Rab9 prom act -3%.
`Cc1cc(C)c(NC(=S)NCCO)c(C)c1` gave RORg inh -37%, NPC1 prom act 0%, KCNH2 3.1 inh 4, ELG1 genotoxic 0%, uPA surface inh 15%, Coupling enz 0, Giardia killer -7, FLuc modulator 3%, VP16 counter 2%, Tb PFK block 2% and Rab9 prom act 7%.
`O=C(Cn1cc([N+](=O)[O-])cn1)Nc1ccn(Cc2c(F)c(F)c(F)c(F)c2F)n1` gave RORg inh 11%, NPC1 prom act -1%, KCNH2 3.1 inh -24, ELG1 genotoxic -2%, Coupling enz -3, Giardia killer 2, FLuc modulator 0%, VP16 counter -4%, Tb PFK block -4% and Rab9 prom act 0%.
CC1(C)CC(=O)C(Sc2ccc(Br)cc2)=C(O)C1 was read as RORg inh 21%, NPC1 prom act -3%, KCNH2 3.1 inh -7, ELG1 genotoxic 3%, uPA surface inh 4%, Coupling enz 0, Giardia killer 8, FLuc modulator -7%, VP16 counter 4%, Tb PFK block -4% and Rab9 prom act 0%.
`Cc1ccc(S(=O)(=O)N2CCC(C(=O)N[C@@H](C)C(=O)Nc3ccc4c(c3)OCO4)CC2)cc1` gave RORg inh 26%, NPC1 prom act 8%, KCNH2 3.1 inh 9, ELG1 genotoxic 7%, uPA surface inh 7%, Coupling enz 2, Giardia killer 43[activator], FLuc modulator -9%, VP16 counter inconclusive, Tb PFK block 2% and Rab9 prom act 2%.
For O=C(O)CCCC(=O)Nc1ccccc1SCCS(=O)(=O)c1ccc(Cl)cc1 the results were RORg inh -1%, NPC1 prom act -3%, KCNH2 3.1 inh 4, ELG1 genotoxic 2%, uPA surface inh -8%, Coupling enz 3, Giardia killer 3, FLuc modulator 3%, VP16 counter 1%, Tb PFK block 23% and Rab9 prom act -2%.
For COc1ccc(OCC(=O)NCCNC(=O)c2ccncc2)cc1 the results were RORg inh 3%, NPC1 prom act 2%, KCNH2 3.1 inh 11, ELG1 genotoxic -3%, uPA surface inh 4%, Coupling enz 0, Giardia killer -18, FLuc modulator -1%, VP16 counter 0%, Tb PFK block 0% and Rab9 prom act -1%.
For CCOC(=O)Cn1c(-c2cccnc2Cl)nc2cc(C)c(C)cc21 the results were RORg inh 0%, NPC1 prom act -4%, KCNH2 3.1 inh 31, ELG1 genotoxic 1%, Coupling enz 0, Giardia killer 18, FLuc modulator -1%, VP16 counter 4%, Tb PFK block 1% and Rab9 prom act -2%.
For Cc1ccc(Nc2nc3ccccc3n3cnnc23)cc1C the results were RORg inh -19%, NPC1 prom act 1.1µM*, KCNH2 3.1 inh -2, ELG1 genotoxic 10%, uPA surface inh 3%, Coupling enz -2, Giardia killer -2, FLuc modulator inconclusive, VP16 counter -6%, Tb PFK block -4% and Rab9 prom act inconclusive.
Screening CCn1cc(C(=O)OCc2ccccc2)c(=O)c2ccc(C)nc21 returned RORg inh 29%, NPC1 prom act -4%, KCNH2 3.1 inh 6, ELG1 genotoxic -5%, uPA surface inh 2%, Coupling enz 3, Giardia killer 7, FLuc modulator 6%, VP16 counter 4%, Tb PFK block -1% and Rab9 prom act -1%.
Cc1cc(C)cc(NC(=O)CCc2nc3sc4c(c3c(=O)[nH]2)CCCC4)c1 was read as NPC1 prom act -10%, KCNH2 3.1 inh -5, ELG1 genotoxic 0.73µM*, uPA surface inh 0%, Giardia killer 0, FLuc modulator 5%, Tb PFK block -23% and Rab9 prom act -26%.
For Cc1cc(Cl)ccc1OCC(=O)OCC(=O)Nc1ccc(F)c([N+](=O)[O-])c1 the results were RORg inh inconclusive, NPC1 prom act -1%, KCNH2 3.1 inh 15, ELG1 genotoxic 0%, uPA surface inh 2%, Coupling enz -3, Giardia killer 10, FLuc modulator -2%, VP16 counter 11%, Tb PFK block -1% and Rab9 prom act -2%.
Screening CCCCCN=C(C)c1c(O)c2ccccc2oc1=O returned RORg inh inconclusive, NPC1 prom act inconclusive, KCNH2 3.1 inh 2, ELG1 genotoxic inconclusive, uPA surface inh -1%, Coupling enz 2, Giardia killer 2, FLuc modulator 17µM*, VP16 counter 3%, Tb PFK block 2% and Rab9 prom act inconclusive.
Screening CCn1cc(C(=O)N[C@H](C)c2ccccc2)c(=O)c2cc(F)c(N3CCN(C)CC3)cc21 returned RORg inh -26%, NPC1 prom act -4%, ELG1 genotoxic 0%, uPA surface inh -12%, Coupling enz 1, Giardia killer 0, FLuc modulator 15%, VP16 counter 4%, Tb PFK block 3% and Rab9 prom act 1%.
